Assay outcomes: PubChem BioAssay, several laboratories
TNAP activators: human TNAP enzyme activators, primary screen, biochemical, luminescent, no phosphate acceptor, uHTS (AID 1001) | Alkaline phosphatase, tissue-nonspecific isozyme (Homo sapiens) | purified TNAP, luminescent activation assay, no phosphate acceptor; higher activation fold means a stronger effect | activation fold at 20 µM, or EC50 in µM where a hit was titrated | hit rate 0.03% among 200,000; in the data active = activation fold from about 3, or a potency from the dose series; inactive = the rest, 99 in 100 with activation fold below about 1.6; note: many of its hits are not listed in these tables
T cell modulator: modulators of CD8 T cell-vesicle binding, primary screen, mouse 2C CD8+ T cells, flow cytometry; 2C CD8+ T cell-vesicle binding; hits give low values; calls only at 7 µM; hit rate 0.068% among 330,000; AID 2052, 2009;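 active = response, share of CD8 T cells binding vesicles, and their 90th percentile fluorescence all below set limits, cut at about 80% in these data, passing the limit was not always enough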
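Material: 2C TCR transgenic mouse naive CD8+ T cells, MACS-purified. Also added: QL9-charged Drosophila Ld/ICAM-1/B7-1 vesicles. Timing: binding 1.5 h at 37 °C. Measured by: high-throughput flow cytometry with anti-B7-1 and anti-CD8 staining. Read-out: percent CD8+ FL2 mean versus row control. Controls: Unloaded micro-vesicles (low), QL9 vesicles with 0.7% DMSO (high).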
K1F lysis inhibition: inhibition of K1F phage lysis, E. coli UTI89, bacterial capsule biogenesis inhibitors, alamar blue (AID 488966). E. coli UTI89 K1F phage lysis, alamar blue, 2 h; higher % means a stronger effect. inhibition, % at 100 µM; hits with a dose series show IC50 in µM. hit rate 0.02% among 340,000;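 active = phage lysis inhibition, versus mean bacterial control, above a set limit; inconclusive = no clear call, values can overlap the other calls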;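 note: capsule biogenesis inhibitors block K1F phage lysis so surviving cells raise fluorescence; higher fluorescence means more inhibition of phage lysis; actives were called in the ten point dose series up to 300 µM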
Rac1 GTP hydrolysis: MgcRacGAP GTPase-activating activity inhibitors, confirmation, biochemical, ADP Hunter fluorescence. AID 624330, 2012. hit rate 0.6% among 340,000. MgcRacGAP-stimulated Rac1 GTP hydrolysis, ADP Hunter fluorescence; higher % means a stronger effect; GST-tagged Rac1 F28L mutant substrate. inhibition, % at 30 µM; hits with a dose series show IC50 in µM. Rac GTPase-activating protein 1 (Homo sapiens);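 active = first-screen hits whose inhibition reached a set limit at any dose in the follow-up dose series; inconclusive = inhibition above the set first-screen limit but never retested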;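 note: fluorescence reports GDP produced by GAP-driven GTP hydrolysis; strong numbers were not always called active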
Large T inhibition: SV40 large T antigen inhibitors, biochemical (AID 1903). SV40 large T antigen ATPase/helicase inhibition assay; higher % means a stronger effect. inhibition, % at 20 µM, or IC50 in µM where a hit was titrated. hit rate 0.39% among 310,000; in the data active = a potency from the dose series; inconclusive = inhibition mostly from about 32% at the one dose, without a potency; inactive = the rest, 99 in 100 with inhibition below about 32%; note: strong numbers were not always called active
NTR1 ag: agonists of NTR1, primary screen, imaging, U2OS cells, beta-arrestin-GFP, high content (AID 493036) | activation, % at 20 µM | NTR1-U2OS beta-arrestin-GFP spot imaging, agonist mode | Neurotensin receptor type 1 (Homo sapiens), P30989 | hit rate 0.17% among 330,000;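 active = activation at or above 40% of the spot to cytoplasm intensity ratio, with at least 20 cells analyzed; inconclusive = wells under 20 cells, flagged as cytotoxic or low count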;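 note: 0% = DMSO without peptide and 100% = 100 nM NTR1 peptide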
Target sequence (P30989 whole entry, looked up): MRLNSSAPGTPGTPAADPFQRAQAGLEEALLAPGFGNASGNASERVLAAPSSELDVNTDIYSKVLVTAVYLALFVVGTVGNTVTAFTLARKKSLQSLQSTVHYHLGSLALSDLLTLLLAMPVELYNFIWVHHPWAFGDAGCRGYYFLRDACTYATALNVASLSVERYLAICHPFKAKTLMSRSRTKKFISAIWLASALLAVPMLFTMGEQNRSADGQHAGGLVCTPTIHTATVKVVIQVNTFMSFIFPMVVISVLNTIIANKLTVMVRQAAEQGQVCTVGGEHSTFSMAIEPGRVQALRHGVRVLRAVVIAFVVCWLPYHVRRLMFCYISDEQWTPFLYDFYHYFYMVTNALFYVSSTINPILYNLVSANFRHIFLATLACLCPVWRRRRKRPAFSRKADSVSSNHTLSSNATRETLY
RSV CPE inhibition: RSV antiviral activity via CPE protection, HEp-2 cells, primary 10 µM value included (AID 2391). HEp-2 cells, RSV-induced CPE inhibition; higher % means a stronger effect. CPE inhibition, % at 10 µM; hits with a dose series show IC50 in µM. hit rate 0.13% among 310,000; in the data active = a potency from the dose series; inconclusive = CPE inhibition mostly from about 23% at the one dose, without a potency; inactive = the rest, 99 in 100 with CPE inhibition below about 21%; note: strong numbers were not always called active
Salmonella PhoP GFP: inhibitors of PhoP regulon expression, primary screen, Salmonella Typhimurium, GFP reporter (AID 1863); S. Typhimurium PhoP-regulated promoter GFP reporter, 4 h; higher % means a stronger effect; inhibition, % at 50 µM; hits with a dose series show IC50 in µM; hit rate 0.16% among 300,000;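 active = inhibition over 29.93%, a cutoff 3 SD above the screen mean, later confirmed by dose response; inconclusive = inhibition over 29.93% but no dose response follow-up; inactive = inhibition at most 29.93% or unconfirmed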;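 note: 0% = low Mg2+ inducing control and 100% = high Mg2+ repressing control; strong numbers were not always called active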
Myeloid diff 2: induction of myeloid progenitor differentiation, primary screen, cell-based, flow cytometry, MLPCN library; ER-HoxA9 myeloid progenitors, lysozyme-GFP differentiation; calls only at 10 µM; hit rate 1% among 360,000;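 active = normalized GFP-positive differentiation at or above the plate's own cutoff, the solvent-only control mean plus 3 SD; inconclusive = no clear call, values can overlap the other calls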;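 note: cells exposed to compound for four days before flow analysis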
T cell modulator vesicle-bound %: also measured in T cell modulator; calls as there; double positive events, %; measured here: CD8+ vesicle-bound cell fraction;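 binding gate set so that unloaded-vesicle control wells show 10% double positive cells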
NTR1 ag cell count 20 µM: second read-out of NTR1 ag, no call of its own (marks repeat the call); cell count; measured here: cell count, cytotoxicity flag
Myeloid diff 2 GFP+ MAC1+ %: recorded beside Myeloid diff 2, whose call it bears; GFP+ MAC1+ double positive, %; measured here: differentiation confirmed by MAC1 staining
Starred values were filed as active, the others as inactive; i = inactive; ? = inconclusive; · = no result given; + = active, no number; [ ] = remark or other dose.

SMILES	TNAP activators	T cell modulator	T cell modulator vesicle-bound %	K1F lysis inhibition	Rac1 GTP hydrolysis	Large T inhibition	NTR1 ag	NTR1 ag cell count 20 µM	RSV CPE inhibition	Salmonella PhoP GFP	Myeloid diff 2	Myeloid diff 2 GFP+ MAC1+ %
Cc1cc(C)c(NC(=S)N(CCN(C)C)C(C)c2cccnc2)c(C)c1 (stereo not given)	1	i	15	0.3%	12%	2%	2.3	66	-1.8%	-9%	i	0.6
Cc1ccc(C)c(NC(=S)NC(NC(=O)Cc2ccccc2)C(Cl)(Cl)Cl)c1 (stereo not given)	1.1	i	15	-0.5%	0%	6%	1.8	56	1.5%	8%	i	1.1
CCc1ccc(-c2nc(NC(=S)NC(=O)c3cccs3)sc2C)cc1	0.9	i	57	-0.1%	5%	13%	6.2	51	1.5%	-4%	i	1.4
Cc1cc(C(=O)Cn2nc(C(=O)O)c3ccccc3c2=O)c(C)n1-c1ccccc1	1	i	40	2.4%	4%	5%	5.8	55	7.2%	6%	i	0.2
CC(C)CN(CC(C)C)C(=O)Nc1cccc([N+](=O)[O-])c1	1.1	i	23	0.2%	5%	-2%	-0.8	29	1.0%	-9%	i	0.1
c1ccc(N2CCN(Cc3nc4ccccc4[nH]3)CC2)nc1	·	i	38	0.1%	5%	14%	0.7	51	24µM*	4%	+	1.5*
COc1cc(C(=O)Oc2ccccc2/C=N/NC(=O)c2ccc(C)c(Cl)c2)cc(OC)c1OC	1.3	i	10	0.1%[50 µM]	7%	2%	0.8	58	5.1%	-1%	i	0.0
O=[N+]([O-])c1ccc(C2Nc3cccc4cccc(c34)N2)cc1	1.1	i	35	0.3%[50 µM]	12%	20%	·	·	0.6%	21%	i	0.7
Cc1ccc(N2C(N)=NC(N)=NC23CCCC3)c(C)c1	1.1	i	38	0.6%	4%	22%	-0.7	48	0.8%	-6%	i	1.2
O=C(Nc1cccc(Cl)c1N1CCCCC1)c1ccc2c(c1)OCCO2	1.1	i	62	0.4%	4%	0%	16	56	0.9%	8%	i	0.7
CC(=O)NCCCC(=O)NN1C(=S)N(Cc2ccccc2)C(=O)C1CC(=O)Nc1cccc(C)c1 (stereo not given)	1.2	i	24	2.0%	2%	5%	-2.5	86	-1.2%	-6%	i	0.6
CC(O)CNc1nc2c(c(=O)n(Cc3ccccc3)c(=O)n2C)n1C (stereo not given)	·	i	32	0.1%	·	3%	-0.6	53	0.1%	5%	i	0.7
Cc1cc(C)cc(NC(=O)c2ccc(CNc3c(N4CCCC4)c(=O)c3=O)cc2)c1	·	i	38	0.0%	5%	15%	1.6	65	2.9%	-4%	i	0.4
Cc1c(Cl)cccc1-n1ccnc1SCC(=O)O	1	i	29	0.0%	6%	7%	-0.1	72	1.1%	-3%	i	0.6
Cc1ccc(-c2nnc(N3CCN(C(=O)c4ccco4)CC3)c3ccccc23)cc1	1.1	i	42	3.8%	9%	9%	-0.6	30	6.8%	-9%	i	0.4
O=[N+]([O-])c1ccc(O)c(CN2CCCCCC2)c1	·	i	61	-0.1%	3%	7%	0.9	42	0.4%	0%	i	3.7
O=c1c2ccccc2nc(CSc2nnnn2-c2ccccc2)n1-c1ccccc1Cl	1.1	i	50	-0.9%	7%	2%	0.8	58	5.6%	-6%	i	1.7
O=C(O)c1ccc(NC(=O)c2ccccc2NC(=O)c2cccc(F)c2)cc1	·	i	51	0.1%	2%	9%	1.8	40	1.3%	3%	i	0.6
CCOc1ccc(CCNC(=O)c2ccc(OCc3c(C)noc3C)cc2)cc1OCC	·	i	45	0.2%[50 µM]	10%	14%	3.6	68	11%	3%	i	1.4
Cc1nn(C)c(Cl)c1CN1CCN(CCC(C)C)C(CCO)C1 (stereo not given)	·	i	16	0.5%	8%	-3%	0.4	53	-1.6%	-5%	i	0.2
COc1ccc(N2CCN(C(=O)CSc3nnc(-c4cc5ccccc5cc4O)n3C)CC2)cc1	1.2	i	33	0.7%	9%	30%	0.0	87	-0.4%	9%	i	1.9
Cc1cc(=O)[nH]c2cc(O)ccc12	1.1	i	41	-1.1%	5%	13%	2.0	42	-0.2%	3%	i	3.7
O=C(CSc1ccc(Br)cc1)Nc1ccc(N2CCOCC2)cc1	·	i	37	0.9%[50 µM]	2%	28%	0.5	82	-0.1%	-5%	i	0.7
CCOc1ccccc1OCC(=O)OCC(=O)c1c(C)[nH]c2ccccc12	·	i	52	0.2%[50 µM]	15%	12%	1.9	105	0.2%	5%	i	1.1
COc1cc(OC)c2c(-c3cccc(-c4ccc(CO)cc4)c3)cc(=O)oc2c1	·	·	·	1.3%	8%	·	6.6	59	·	·	?	·
COc1ccccc1Oc1ccc2c(c1)C(=O)N(c1ccccc1)C2=O	1	i	34	2.9%	2%	3%	2.5	80	1.6%	-2%	i	0.6
CCNC(=S)N(CCc1c(C)[nH]c2ccc(C)cc12)Cc1cccnc1	·	i	65	0.0%	8%	4%	1.5	41	-0.5%	4%	i	0.7
Cc1ccc2[nH]c(-c3ccccc3)c(CN3CCOCC3)c(=O)c2c1	1.1	i	13	0.6%	14%	-2%	1.0	37	0.7%	10%	i	1.2
COc1ccc(NC(=O)CCc2nc(-c3ccc(C)cc3)no2)cc1Cl	1.1	i	42	0.4%	2%	-1%	4.2	45	12%	-4%	i	1.0
COC(=O)c1c(C)nsc1NC(=O)Oc1ccccc1	1.1	i	40	0.2%	5%	5%	1.9	59	1.0%	5%	i	0.5
CC(Sc1nncn1C)C(=O)NCCC1=CCCCC1 (stereo not given)	·	i	36	0.6%	-6%	·	2.3	80	·	·	i	1.7
CC(=O)c1ccc(S(=O)(=O)NC2CC(=O)N(c3ccc(Cl)cc3)C2)cc1 (stereo not given)	·	i	50	0.5%[50 µM]	3%	2%	1.8	62	11%	13%	i	0.7
FC(F)(F)c1cccc(Cc2noc(CN3CCCCC3c3ccccn3)n2)c1 (stereo not given)	1.1	i	59	1.2%	8%	23%	0.3	45	1.7%	2%	i	0.4
O=C(O)c1nn(CC(=O)N2CCN(c3ncc(C(F)(F)F)cc3Cl)CC2)c(=O)c2ccccc12	·	i	10	0.1%	3%	-3%	6.6	36	10%	4%	i	3.6
CCOC(=O)C1C(=O)OC2(CCCC2)C1C(=O)OCC (stereo not given)	1	i	28	11%	-4%	6%	-0.3	72	-0.6%	9%	i	6.7
COc1ccc2[nH]c3nc(SCc4nnc(-c5ccc(C)cc5)o4)nnc3c2c1	1	i	58	0.5%	7%	-4%	18	79	3.5%	-7%	i	1.1
Cc1nn(-c2ccc(F)cc2)c(Cl)c1/C=C/C(=O)N1CCNC(=O)C1	1.1	i	46	0.1%	8%	6%	0.6	53	-0.3%	1%	i	0.3
O=C(COc1ccc2ccc(=O)oc2c1)OCc1ccccc1	1.1	i	62	0.1%	7%	5%	0.0	85	2.0%	3%	i	0.1
CCOc1ccccc1NC(=O)/C(C#N)=C/c1cccnc1	·	i	70	0.0%	-3%	15%	-0.2	57	1.5%	0%	?	·
CC(C)C(=O)Nc1nnc(SCc2cccc(F)c2)s1	1.1	i	32	0.4%	6%	8%	1.5	34	1.2%	4%	i	0.8
Cc1ccnc(N2CCCC(C(=O)Nc3cccc(C)c3C)C2)n1 (stereo not given)	·	i	30	0.1%	7%	-3%	-0.3	48	0.3%	7%	i	0.6
CN(Cc1ccon1)Cc1cn(C)nc1-c1ccc2c(c1)OCCO2	1.1	i	36	-1.5%	0%	7%	-1.4	89	1.1%	-4%	i	0.1
Cc1ccc(-n2c(C)nnc2SCC(=O)N2CCOCC2)cc1	·	i	29	0.3%	4%	5%	-0.1	59	0.3%	4%	i	0.9
O=C(CSCc1cccc(Cl)c1)N/N=C/c1ccc(OCC(=O)N2CCCCC2)cc1	0.9	i	40	0.0%	8%	-2%	4.1	35	2.6%	6%	i	2.3
COc1ccc2c(c1)C(c1ccc(C)o1)=NNC(c1cccnc1)=N2	1	i	30	0.1%	-7%	29%	-0.3	70	3.5%	0%	i	0.2
Cc1c(NS(=O)(=O)c2cccc(C(=O)N3CCC(C)CC3)c2)c(=O)n(-c2ccccc2)n1C	·	i	29	1.7%	4%	·	1.1	60	·	·	i	0.8
CC(=O)Nc1nc(C)c(Oc2ccc(Cl)cc2Cl)c(=O)[nH]1	1	i	32	-0.1%	11%	6%	0.8	29	0.1%	-8%	i	1.0
Cc1ccc(C)c(CNS(=O)(=O)c2c(C)[nH]c(C)c2C(=O)N2CCCCC2)c1	·	i	4	0.4%	10%	8%	-0.1	56	2.4%	-3%	i	1.1
CCOC(=O)c1cc2c(s1)-c1ccccc1CC2	1.1	i	41	0.3%	-1%	12%	-0.2	52	2.1%	-5%	i	0.7
